Assay outcomes (PubChem BioAssay)
Vif-APOBEC3G blk: blocks the Vif interaction with human APOBEC3G. Q9HC16. HeLa A3G-eYFP + Vif (tagged APOBEC3G with the HIV-1 protein that degrades it), YFP fluorescence, overnight. Potency, µM (titrated, usually from 46.1 µM), for inactives: at the highest dose activity, negative = active, actives largely listed as inhibitors. actives 0.076% (n = 410,000). AID 602310;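 also: potency is read from the fitted curve at half-maximal effect; % is scaled to controls: 0 for no effect and ±100 for the full control effect; nearly all actives have a fitted effect of over 60% in size; hits raise eYFP signal because A3G escapes Vif-driven loss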
Target sequence (Q9HC16 whole entry, looked up): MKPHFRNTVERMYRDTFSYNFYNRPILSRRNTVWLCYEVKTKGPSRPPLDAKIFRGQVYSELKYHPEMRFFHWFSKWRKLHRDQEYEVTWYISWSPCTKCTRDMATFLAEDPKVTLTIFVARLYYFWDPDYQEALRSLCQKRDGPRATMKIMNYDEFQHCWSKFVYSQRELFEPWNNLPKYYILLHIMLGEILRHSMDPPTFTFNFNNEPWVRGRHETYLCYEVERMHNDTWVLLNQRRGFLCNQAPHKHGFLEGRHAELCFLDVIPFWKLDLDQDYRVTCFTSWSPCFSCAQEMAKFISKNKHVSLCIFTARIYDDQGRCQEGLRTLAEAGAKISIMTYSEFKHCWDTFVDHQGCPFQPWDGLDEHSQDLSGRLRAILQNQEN
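HeLa cells stably expressing Vif and C-terminally eYFP-tagged A3G, seeded overnight at 37 deg C, then exposed to compound by pintool overnight at 37 deg C. Rise in yellow fluorescence (Ex 488/Em 500-530, Acumen) marks blocked Vif-driven A3G degradation.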
Vif-APOBEC3F blk: Vif-A3F binding inhibition; HeLa A3F-eYFP + Vif (tagged APOBEC3F with the HIV-1 protein that degrades it), YFP fluorescence increase; Potency, µM (titrated, usually from 46.1 µM), for the others: top-dose activity, negative = active; actives 0.2% (n = 390,000); AID 602313; also: potency is read from the fitted curve at half-maximal effect; % of control where 0% means no effect; nearly all actives have a fitted effect of over 65% in size
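HeLa cells stably expressing A3F-eYFP plus Vif, plated and incubated overnight at 37 deg C, then exposed to compounds overnight at 37 deg C. Blocked degradation read as raised yellow fluorescence (Ex 488/Em 500-530).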
TrxR1 substrate: is turned over as a substrate by rat TrxR1; O89049; purified TrxR1 substrate turnover, NADPH consumption readout; Potency, µM (doses to about 114 µM), without a hit: at the top dose activity change, negative = substrate turnover; actives 0.01% (n = 390,000); also: potency is read from the fitted curve at half-maximal effect; % is scaled to controls: 0 for no effect and ±100 for the full control effect; nearly all actives have a fitted effect of over 50% in size
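Rat TrxR1, dispensed at 90 nM, was prereduced with 400 uM NADPH (final) for 5 min at ~22 deg C, then incubated with compound 15 min before 400 uM selenite. A first-read NADPH fluorescence drop versus no-compound background flagged substrates.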
RGS4 inhibitor: inhibitors of human regulator of G protein signaling 4 | Potency, µM (top dose mostly 114 µM), for the others: top-dose activity change, negative = inhibition, actives largely listed as inhibitors | actives 0.039% (n = 390,000) | P49798 | Transcreener GDP fluorescence polarization, RGS4-accelerated GTP hydrolysis; also: potency is read from the fitted curve at half-maximal effect; % is scaled to controls: 0 for no effect and ±100 for the full control effect; nearly all actives have a fitted effect of over 75% in size; some results filed as inactive show a strong effect at the top dose
Target sequence (P49798 whole entry, looked up): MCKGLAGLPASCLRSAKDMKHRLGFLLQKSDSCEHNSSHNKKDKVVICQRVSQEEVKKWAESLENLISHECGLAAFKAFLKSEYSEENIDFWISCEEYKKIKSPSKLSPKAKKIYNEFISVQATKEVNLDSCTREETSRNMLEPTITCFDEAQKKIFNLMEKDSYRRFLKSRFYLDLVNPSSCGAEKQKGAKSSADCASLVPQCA
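MLSMR compounds (23 nl, pin-transferred) preincubated 10 min at room temperature with a 500nM (2x) first reagent, then RGS4 at 900nM (2x) plus Transcreener GDP mix added; fluorescence polarization (620/688 nm) read before and after 90 min at 30 °C.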
USP1-UAF1 inh: USP1/UAF1 (human) deubiquitinase inhibition; O94782; recombinant USP1/UAF1, Ub-Rhodamine cleavage fluorescence; Potency, µM (series often up to 57.1 µM), inactives show at the top dose activity change, negative = inhibition, hits mostly inhibitors; actives 0.23% (n = 390,000); AID 743255; also: potency is read from the fitted curve at half-maximal effect; % is scaled to controls: 0 for no effect and ±100 for the full control effect; nearly all actives have a fitted effect of over 60% in size; inactives centre near -12
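USP1/UAF1 complex at 1 nM was preincubated with compound for 15 min at room temperature, then Ub-Rho substrate (150nM final) was added. Fluorescence (480/540 nm) was read kinetically, 6 reads every 60 seconds.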
TrxR1 inh: inhibitors of rat thioredoxin reductase 1; recombinant rTrxR1, NADPH fluorescence consumption, selenite substrate; Potency, µM (titrated, usually from 114 µM), inactives show top-dose activity change, negative = inhibition, hits mostly inhibitors; actives 1% (n = 390,000); AID 588453; also: potency is read from the fitted curve at half-maximal effect; % is scaled to controls: 0 for no effect and ±100 for the full control effect; nearly all actives have a fitted effect of over 65% in size
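Rat TrxR1 (90 nM in the dispensed reagent) was pre-reduced with 400 uM NADPH for 5 min at room temperature, then incubated with compound for 15 min. After 400 uM selenite was added, NADPH fluorescence (Ex 340/Em 450 nm) was followed for 8 min.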
GRP78 ERSR act: induces the endoplasmic reticulum stress response in human glioma cells | U87-MG GRP78 promoter luciferase reporter, 16 h | Potency, µM, inactives show at the highest dose activation, usual class: activators | actives 0.02% (n = 420,000) | AID 602332; also: potency is read from the fitted curve at half-maximal effect; series mostly up to about 76 µM; % of control where 0% means no effect; nearly all actives have a fitted effect of over 35% in size
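Stably transfected U87-MG human glioma cells carrying a GRP78-based luminescent sensor were seeded at 1000 cells/well, pin-dosed with compounds and incubated 16 h. Luciferase reagent was then added, and end-point luminescence was read after 10 min at room temperature.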
mIDH1 inhibitor: inhibitors of human mutant IDH1 R132H | IDH1-R132H enzyme, NADPH consumption, diaphorase/resazurin fluorescence | actives 0.093% (n = 390,000) | Potency, µM (highest dose often 76.6 µM), for inactives: at the top dose activity change, negative = inhibition, actives largely listed as inhibitors | O75874; also: potency is read from the fitted curve at half-maximal effect; % is scaled to controls: 0 for no effect and ±100 for the full control effect; nearly all actives have a fitted effect of over 65% in size
Target sequence (O75874 whole entry R132H, stated change not applied): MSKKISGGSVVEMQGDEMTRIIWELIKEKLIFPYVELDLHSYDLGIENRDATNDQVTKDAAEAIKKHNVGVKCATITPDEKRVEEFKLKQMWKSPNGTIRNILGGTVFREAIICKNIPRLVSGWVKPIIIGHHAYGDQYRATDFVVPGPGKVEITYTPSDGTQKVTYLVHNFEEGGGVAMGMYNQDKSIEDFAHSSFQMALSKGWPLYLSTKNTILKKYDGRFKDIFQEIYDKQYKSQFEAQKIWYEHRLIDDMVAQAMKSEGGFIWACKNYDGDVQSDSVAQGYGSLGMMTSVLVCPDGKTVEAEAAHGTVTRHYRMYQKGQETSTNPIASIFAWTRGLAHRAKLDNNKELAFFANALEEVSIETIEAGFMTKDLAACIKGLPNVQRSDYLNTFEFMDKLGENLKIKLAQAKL
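IDH1-R132H (0.5 ug/mL) preincubated 30 min with compound, then NADPH (0.016 mM) and alpha-KG (2 mM) added; 80 min at RT, pH 7.5. Remaining NADPH coupled via diaphorase/resazurin to fluorescence (540/590 nm); concentration-response curves normalized to no-enzyme control.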
LDHA block: blocks human lactate dehydrogenase A; P00338; purified LDHA, NADH/diaphorase-resazurin fluorescence; active compounds read low; activity change, % (values are at about 110 or 230 µM); actives 0.15% (n = 480,000); in the data active = activity change below about -30%; inconclusive = mostly about -25% to -30%;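 also: plate controls were DMSO wells for no effect and wells without enzyme for full effect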
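Enzyme activity of human lactate dehydrogenase 5 (2 nM; 0.06 mM NADH, 0.2 mM pyruvate, 5 min, RT) is measured via a resazurin/diaphorase fluorescence readout of residual NADH.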
* = called active by the depositor; u = inconclusive; x = no result given; & = joins results of further samples; [ ] = dose if it differs, or a comment. Unless noted, calls follow the shape of the dose curve; as a rule, active = well fitted curve in the direction sought with a large enough effect; inconclusive = small, poorly fitted or top-dose-only effect, or another doubt; inactive = no such curve, though single readings can be large; an effect the other way counts as inactive or inconclusive.

1) Cc1cc(C)cc(NC(=O)CCc2nc3sc4c(c3c(=O)[nH]2)CCCC4)c1
2) CCN(CC)C(=O)C1=C(C)N(CCCOC)C(=O)C(CC(=O)NC2CC2)C1 (stereo not drawn)
3) COc1ccc(C(O)C(CN2CCOCC2)c2ccccc2)cc1F (stereo not drawn)
4) CC(=O)N1Cc2ccccc2CC1C(=O)N1CCN(c2ccccc2)CC1 (stereo not drawn)
5) O=S(=O)(c1ccc(F)cc1F)N1CCCN(c2ccc(C(F)(F)F)cn2)CC1
6) COc1ccc2c(c1)NC(c1cc(Cl)cc(Cl)c1O)c1cccn1-2 (stereo not drawn)
7) Cc1cc(OCC(=O)OCC(=O)c2c(N)n(C)c(=O)n(C)c2=O)ccc1Cl
8) C#CCN(C)CCCOc1ccc(Cl)cc1Cl
screen / no.	1	2	3	4	5	6	7	8
Vif-APOBEC3G blk	-8%	0%	1%	0%	1%	-8%	-1%	-5%
Vif-APOBEC3F blk	-9%	-7%	4%	-16%	-15%	-14%	-10%	0%
TrxR1 substrate	8%	x	-4%	7%[57.1 µM]	-12%	5%	-9%	4%[57.1 µM]
RGS4 inhibitor	-18%	x	-16%	9%	-5%	-5%	2%	6%[56.9 µM]
USP1-UAF1 inh	-15%	-16%	-3%	-7%	-18%	-30%	-6%	-9%
TrxR1 inh	-2%	x	-1%	14%[57.1 µM]	-6%	9%	-4%	6%[57.1 µM]
GRP78 ERSR act	u	-1%	-5%	-7%	2%	-2%	-1%	0%&5%&10%&0%
mIDH1 inhibitor	6%	8%	-6%	4%	10%	-4%	-2%	-2%
LDHA block	-4	1	-14	-4	4	1	-13	0

9) Cc1cccc(-c2nc3c4ccccc4nc(NCc4ccc(Cl)cc4)n3n2)c1
10) COc1cc(C(N)=O)ccc1OCc1ccccc1
11) CC1(C)OC(=O)N(CCC(=O)Nc2cccc(F)c2)C1(C)O (stereo not drawn)
12) CCCOP(=O)(c1ccc(N(C)C)cc1)C(O)c1cc(OC)ccc1OC (stereo not drawn)
13) Cc1csc(CN(C)C(=O)CC2C(=O)NCCN2CC(C)(C)C)n1 (stereo not drawn)
14) C=CCNC(=S)N/N=C/c1ccc(C(F)(F)F)cc1
15) CCNc1ccc(Br)cc(C(=O)/C=C/c2c(Cl)cccc2Cl)c1=O
16) COC(=O)CCCn1nc(NC(=O)c2ccco2)cc1C
screen / no.	9	10	11	12	13	14	15	16
Vif-APOBEC3G blk	1%	-1%	-6%	0%	-7%	-2%	u	-4%
Vif-APOBEC3F blk	-21%	4%	-14%	4%	-23%	-20%	u	0%
TrxR1 substrate	1%	14%[57.1 µM]	-1%	0%	3%[57.1 µM]	-6%	-14%	-1%
RGS4 inhibitor	29%	0%	10%	-19%	7%	8%	u	-30%
USP1-UAF1 inh	-17%	-18%	-9%	-13%	-9%	-21%	u	-11%
TrxR1 inh	11%	12%[57.1 µM]	17%	1%	-1%[57.1 µM]	7%	u	6%
GRP78 ERSR act	0%	3%	0%	-2%	-3%	1%	-15%	-3%
mIDH1 inhibitor	-25%	2%	7%	-3%	-2%	-3%	5%	-4%
LDHA block	-8	-6	-3	-1	16	-5	7	-3

17) COc1ccccc1Nc1nnc(C)c(=O)[nH]1
18) O=C(c1cccs1)C1CCCN(Cc2nc(Cc3ccccc3F)no2)C1 (stereo not drawn)
19) O=C(N/N=C1/CC2C=CCC12)c1ccc(Br)o1 (stereo not drawn)
20) Cc1ccc(Nc2nc(C(=O)NCc3ccco3)cs2)cc1
21) CCCCn1c(N)c(N(CCOC)C(=O)c2ccc(N3CCCC3)c([N+](=O)[O-])c2)c(=O)[nH]c1=O
22) C=CCn1c(SCC(=O)Nc2nc3ccccc3s2)nc(O)c(CC)c1=O
23) Cc1ccc(C(=O)NC(C(=O)Nc2cccc(S(N)(=O)=O)c2)C(C)C)cc1 (stereo not drawn)
24) CCOC(=O)C1=C(C)c2ccccc2N(C(=O)OC)C1(C)C(=O)OCC (stereo not drawn)
screen / no.	17	18	19	20	21	22	23	24
Vif-APOBEC3G blk	1%	1%	0%	2%	-1%	0%	-3%	u
Vif-APOBEC3F blk	6%	-8%	2%	-6%	-8%	5%	-11%	6%
TrxR1 substrate	5%[57.1 µM]	1%	2%	0%	-11%	-2%	0%	-2%
RGS4 inhibitor	-1%	-18%	-11%	u	-10%	-47%	-1%	u
USP1-UAF1 inh	0%	-21%	-12%	-20%	-8%	-13%	-7%	-28%
TrxR1 inh	-7%	11%	13%	-3%	-13%	18%	20%	35µM*
GRP78 ERSR act	-4%	-4%	3%	1%	-3%	9%	-7%	u
mIDH1 inhibitor	-3%	9%	4%	1%	1%	0%	3%	-5%
LDHA block	-6	0	-5	1	-3	-5	-6	2

In the list so far, these contain a CF3 group:
5) O=S(=O)(c1ccc(F)cc1F)N1CCCN(c2ccc(C(F)(F)F)cn2)CC1
14) C=CCNC(=S)N/N=C/c1ccc(C(F)(F)F)cc1
screen / no.	5	14
Vif-APOBEC3G blk	1%	-2%
Vif-APOBEC3F blk	-15%	-20%
TrxR1 substrate	-12%	-6%
RGS4 inhibitor	-5%	8%
USP1-UAF1 inh	-18%	-21%
TrxR1 inh	-6%	7%
GRP78 ERSR act	2%	1%
mIDH1 inhibitor	10%	-3%
LDHA block	4	-5

Next records follow.
25) COc1ccc(C)cc1NC(=O)N1CCC(CN2CCOCC2)CC1
26) CCOC(=O)C1=C(COC(=O)CCC(=O)c2ccc(C)cc2)NC(=O)NC1C (stereo not drawn)
27) COc1ccc2sc(C)[n+](C)c2c1
28) CCCCN(CCCNc1ncnc2nc[nH]c12)c1ccccc1
29) Cc1cc(C(=O)NC2CCCN(Cc3ccccc3F)C2)n[nH]1 (stereo not drawn)
30) CN1CCN(NC(=O)CN(C)S(=O)(=O)c2cc(Cl)ccc2Cl)CC1
31) COc1ccc(C2=NN(C(=O)CSc3ncccn3)C(c3cccc(OC)c3OC)C2)cc1 (stereo not drawn)
32) COc1cccc(NC(=O)c2nnn(CCc3ccccc3)c2N)c1
screen / no.	25	26	27	28	29	30	31	32
Vif-APOBEC3G blk	8%	-1%	-1%	0%	-7%	0%	-8%	-19%
Vif-APOBEC3F blk	-7%	0%	-29%	4%	-19%	-9%	1%	-6%
TrxR1 substrate	-3%	-2%	-8%	-3%	-5%	6%[57.1 µM]	7%	-4%[57.1 µM]
RGS4 inhibitor	7%	-8%	u	9%	-22%	-24%	-34%	-15%
USP1-UAF1 inh	-4%	-3%	-18%	2%	-25%	-4%	-26%	-14%
TrxR1 inh	8%	5%	31%	22%	-4%	18%	-8%	10%[57.1 µM]
GRP78 ERSR act	-1%	-1%	-2%	-4%	-5%	-5%	-3%	10%
mIDH1 inhibitor	30%[activator]	-6%	-7%	-4%	-4%	4%	-3%	-13%
LDHA block	-2	-1	-5	-4	-4	-6	-4	-11

33) CC(=O)c1c(COC(=O)c2ccco2)nc2ccccc2[n+]1[O-]
34) CN(CCC#N)c1ncnc2scc(-c3ccccc3)c12
35) CC(=O)Nc1cccc([N+](=O)[O-])c1
36) COc1cccc(CN2CCC(n3nccc3NC(=O)C3CC3)CC2)c1
37) c1ccc2c(Nc3nncs3)c3ccccc3nc2c1
38) COc1ccccc1C(C(=O)NC1CCCCC1)N(C(=O)c1csnn1)C1CC1 (stereo not drawn)
39) NC(=O)c1ccc(NC(=O)COC(=O)CCCc2c[nH]c3ccccc23)cc1
40) Cn1cc(Br)c(C(=O)Nc2c(F)c(F)c(F)c(F)c2F)n1
screen / no.	33	34	35	36	37	38	39	40
Vif-APOBEC3G blk	-2%	-4%	2%	-2%	-4%	-1%	0%	-1%
Vif-APOBEC3F blk	3%	-4%	1%	-4%	-12%	-15%	2%	-8%
TrxR1 substrate	-2%	12%[57.1 µM]	2%	0%	-2%	-19%[57.1 µM]	0%	-11%
RGS4 inhibitor	-10%	-34%	36%	-2%	-16%	4%	21%	27%
USP1-UAF1 inh	-8%	-17%	-18%	-25%	-12%	-8%	0%	-7%
TrxR1 inh	-4%[57.1 µM]	15%[57.1 µM]	30%	5%	-4%	11%[57.1 µM]	22%	-12%
GRP78 ERSR act	-2%	-2%	-2%	0%	-4%	-8%	0%	-1%
mIDH1 inhibitor	4%	1%	4%	-6%	12%	0%	-6%	1%
LDHA block	-2	-3	-12	-2	-1	2	-5	-6

41) CCCN(CC1CC1)C(=S)NC(=O)c1cc(Br)ccc1Cl
42) O=C(NCCc1ccccc1)c1ccc(OCCOc2ccccc2)cc1
43) COc1ccccc1C(=O)Nc1cc2c(cc1N1CCCC1)n(C)c(=O)c(=O)n2C
44) C/C(CC(=O)Nc1cccc(Br)c1)=N\NC(=O)c1ccc(O)cc1O
screen / no.	41	42	43	44
Vif-APOBEC3G blk	-1%	0%	3%	0%
Vif-APOBEC3F blk	-5%	-2%	2%	-6%
TrxR1 substrate	-7%	1%	4%[57.1 µM]	4%
RGS4 inhibitor	-15%	15%	-5%	-12%
USP1-UAF1 inh	3%	-3%	-10%	-20%
TrxR1 inh	-16%	16%	6%[57.1 µM]	u
GRP78 ERSR act	-4%	-4%	-3%	4%
mIDH1 inhibitor	-6%	3%	-4%	21%
LDHA block	-1	-1	-9	1

The list is partial (hit frequency here may not be typical).
